# Bcl-B Bim block – disrupts Bim peptide binding to human Bcl-B; Q9HD36; bead-based flow cytometry; inhibition, % at 10 µM; actives 0.073% (n = 190,000); AID 951;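 further: 0% = tracer peptide without compound and 100% = reference inhibitor peptide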
# RGS7-Gao reg – modulates binding of RGS7 to human Galphao | P09471 | Multiplexed bead flow cytometry; actives lie on both sides | binding response (% of control), % at 10 µM | actives 0.35% (n = 220,000); in the data active means binding response below about 49% or above about 150%; inconclusive means no clear call, values can overlap the other calls; inactive means in between;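 further: fluorescent Galphao held in activated GDP-AlF4 state binding bead-coupled RGS7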
# Bim-Bcl-W – human Bim-Bcl-W interaction inhibition | Q92843 | bead-based flow cytometry, Bim peptide-Bcl-W binding | inhibition, % at 10 µM | actives 0.02% (n = 190,000);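 further: 0% = bound tracer without compound and 100% = peptide blocker; higher means less fluorescent Bim peptide bound to Bcl-W beads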
# RGS4-Gao reg – modulates binding of RGS4 to human Galphao; P09471; Multiplexed bead flow cytometry; actives lie on both sides; binding response (% of control), % at 10 µM; actives 0.33% (n = 220,000); in the data active means binding response below about 49% or above about 150%; inactive means in between;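 further: fluorescent Galphao activated with aluminum fluoride binding bead-coupled RGS4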
# GSH bead fluor – compound fluoresces at 488/530 nm on GSH beads | GSH beads flow cytometry, compound fluorescence 488/530 nm; hits give high values | fluorescence (KMESF) at 10 µM | actives 0.25% (n = 190,000); in the data active means fluorescence above about 89;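 further: glutathione beads carrying GST-tagged Bcl family fusion proteins plus one bare bead set; values are compound well signal with DMSO vehicle wells as background; inactives centre near 16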
# ABCB1 block – human ABCB1 inhibition, ABCG2 as counter-screen; P08183; CCRF-Adr cells, JC-1 efflux, flow cytometry; inhibition, % at 6.6 µM; actives 0.067% (n = 190,000); AID 1326; in the data active means inhibition above about 40%;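 further: 0% = vehicle and 100% = reference inhibitor; higher value means more JC-1 retained so stronger ABCB1 efflux block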
# Target sequence (P08183 whole entry, looked up): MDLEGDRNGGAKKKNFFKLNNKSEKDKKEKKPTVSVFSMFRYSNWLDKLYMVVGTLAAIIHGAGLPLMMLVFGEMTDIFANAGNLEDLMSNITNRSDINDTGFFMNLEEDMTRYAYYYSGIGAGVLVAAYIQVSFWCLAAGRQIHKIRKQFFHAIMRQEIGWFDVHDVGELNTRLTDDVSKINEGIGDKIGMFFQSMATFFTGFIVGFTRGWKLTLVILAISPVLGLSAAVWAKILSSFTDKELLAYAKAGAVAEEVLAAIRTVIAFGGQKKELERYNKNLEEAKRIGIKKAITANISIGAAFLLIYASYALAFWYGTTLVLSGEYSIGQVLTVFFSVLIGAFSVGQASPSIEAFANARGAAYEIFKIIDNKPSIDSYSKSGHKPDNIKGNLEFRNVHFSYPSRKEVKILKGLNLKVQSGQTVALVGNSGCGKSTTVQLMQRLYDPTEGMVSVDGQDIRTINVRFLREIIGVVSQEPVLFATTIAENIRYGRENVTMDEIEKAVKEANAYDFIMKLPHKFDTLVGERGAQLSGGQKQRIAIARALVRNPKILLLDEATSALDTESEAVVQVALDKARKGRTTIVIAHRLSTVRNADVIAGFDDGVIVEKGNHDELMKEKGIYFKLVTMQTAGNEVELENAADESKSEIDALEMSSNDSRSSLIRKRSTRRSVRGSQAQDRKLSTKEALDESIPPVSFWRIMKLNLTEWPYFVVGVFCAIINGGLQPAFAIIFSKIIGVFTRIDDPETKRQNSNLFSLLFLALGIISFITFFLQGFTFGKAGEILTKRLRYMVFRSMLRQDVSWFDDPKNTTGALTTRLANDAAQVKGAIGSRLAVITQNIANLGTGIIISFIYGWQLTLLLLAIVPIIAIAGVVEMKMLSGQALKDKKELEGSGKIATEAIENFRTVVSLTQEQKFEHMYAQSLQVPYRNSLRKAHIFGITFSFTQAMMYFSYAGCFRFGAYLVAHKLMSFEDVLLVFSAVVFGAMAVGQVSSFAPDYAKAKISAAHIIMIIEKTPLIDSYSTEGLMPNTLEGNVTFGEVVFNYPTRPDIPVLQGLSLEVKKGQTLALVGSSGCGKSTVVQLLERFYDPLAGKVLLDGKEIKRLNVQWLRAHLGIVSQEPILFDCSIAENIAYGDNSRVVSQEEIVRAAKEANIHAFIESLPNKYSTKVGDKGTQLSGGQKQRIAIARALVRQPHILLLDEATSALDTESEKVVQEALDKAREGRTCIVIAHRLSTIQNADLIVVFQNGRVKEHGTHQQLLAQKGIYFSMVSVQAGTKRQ
# ABCG2 block – human ABCG2 inhibition, ABCB1 as counter-screen. Q9UNQ0. IgMXP3 cells, JC-1 efflux, flow cytometry. inhibition, % at 6.6 µM. actives 0.1% (n = 190,000);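 active means inhibition above 80%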;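 further: 0% = DMSO and 100% = nicardipine control wells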
#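 Assay system – ABCG2 IgMXP3 and barcoded ABCB1 CCRF-Adr cell mix · Input – 3 million cells/mL in well · Reagent – JC-1 fluorescent substrate · Compound – single test compound dose, 6.6 µM final · Timing – 10 min exposure at 25 °C with rotation, no wash · Detection – flow cytometry of retained JC-1 fluorescence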
# Bim-Bcl-XL – human Bim-Bcl-XL interaction inhibition; Bim peptide-Bcl-XL binding, bead flow cytometry, fluorescence; inhibition, % at 10 µM; actives 0.04% (n = 190,000); AID 1007
# Bcl-2 Bim block – human Bim-Bcl-2 interaction inhibition | AID 950 | Bead-based flow cytometry, Bim peptide-Bcl-2 binding | P10415 | inhibition, % at 10 µM | actives 0.06% (n = 190,000); in the data active means inhibition above about 40%; inconclusive means no clear call, values can overlap the other calls;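 further: 0% = no compound wells with probe peptide and 100% = reference peptide inhibitor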
# Avidin fluor – avidin bead compound fluorescence profile; fluorescence (KMESF) at 10 µM; AID 1775; actives 0.38% (n = 220,000); Avidin beads, compound fluorescence 488/530 nm, flow cytometry; hits give high values; in the data active means fluorescence above about 47; further: inactives centre near 10
# Bim-Bfl-1 – human Bim-Bfl-1 interaction inhibition | Q16548 | inhibition, % at 10 µM | Bead-based flow cytometry, Bim-Bfl-1 binding inhibition | actives 0.12% (n = 190,000) | AID 1008;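 further: 0% = wells without compound plus tracer and 100% = blocker peptide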
# Numbers without * were called inactive; ? = inconclusive. Unless noted, no stated cut-off is given here; in the data, active means inhibition above about 40%. Not a hit list, and some 1.3% of all compounds hit somewhere here.
SMILES,Bcl-B Bim block,RGS7-Gao reg,Bim-Bcl-W,RGS4-Gao reg,GSH bead fluor,ABCB1 block,ABCG2 block,Bim-Bcl-XL,Bcl-2 Bim block,Avidin fluor,Bim-Bfl-1
Cc1ccc(C(=O)NC(=S)Nc2cccc(-c3nc4ccccc4s3)c2)cc1,-14,99,-11,100,11,-0.8,-7,-12,-11,11,-8
C/C(=N\NS(=O)(=O)c1ccc(Cl)cc1)c1ccc(O)cc1,-7,98,-1,100,28,-0.6,7,-5,-10,12,-17
O=C(NCc1ccc2c(c1)OCO2)c1cc2ncc(Br)cn2n1,-7,100,-3,100,27,-1.0,-3,-8,-5,10,-8
COc1cccc(Cn2cnc3c(NS(=O)(=O)c4cccc(Cl)c4Cl)c(C)c(C)cc32)c1,-4,102,4,103,54,0.5,1,-2,-2,7,-6
Cc1ccc2cc(CCNS(=O)(=O)c3ccc(F)cc3)c(=O)[nH]c2c1C,-3,46*,-1,55,19,1.3,3,-5,-4,4,-5
CCOc1ccccc1N(CC(=O)NCc1ccccc1)C(=O)CCC(=O)Nc1cc(C)ccn1,-3,100,-1,99,9,0.6,1,-2,0,9,-8
COc1ccc(-c2cc(C(=O)OCC(=O)N(C)C)c3ccccc3n2)cc1,1,101,-3,102,13,1.1,4,-3,-1,32,0
CC1CCN(C(=O)c2ccc3c(Cl)c4c(nc3c2)CCCC4)CC1,-2,?,-4,103,19,1.6,10,-5,-4,15,-6
COc1ccc(CNc2oc(-c3cccc4ccccc34)nc2C#N)cc1,-10,101,0,98,23,-0.3,18,-8,-17,34,-21
CCCn1nnc(NC(=O)c2cc(Br)ccc2OC)n1,-4,98,0,98,81,-0.4,1,-3,-7,11,-8

# Sorted by number of heavy atoms (smallest number first): three of the compounds above
SMILES,Bcl-B Bim block,RGS7-Gao reg,Bim-Bcl-W,RGS4-Gao reg,GSH bead fluor,ABCB1 block,ABCG2 block,Bim-Bcl-XL,Bcl-2 Bim block,Avidin fluor,Bim-Bfl-1
O=C(NCc1ccc2c(c1)OCO2)c1cc2ncc(Br)cn2n1,-7,100,-3,100,27,-1.0,-3,-8,-5,10,-8
COc1cccc(Cn2cnc3c(NS(=O)(=O)c4cccc(Cl)c4Cl)c(C)c(C)cc32)c1,-4,102,4,103,54,0.5,1,-2,-2,7,-6
CCOc1ccccc1N(CC(=O)NCc1ccccc1)C(=O)CCC(=O)Nc1cc(C)ccn1,-3,100,-1,99,9,0.6,1,-2,0,9,-8

# Remaining list, next part.
SMILES,Bcl-B Bim block,RGS7-Gao reg,Bim-Bcl-W,RGS4-Gao reg,GSH bead fluor,ABCB1 block,ABCG2 block,Bim-Bcl-XL,Bcl-2 Bim block,Avidin fluor,Bim-Bfl-1
CCN(CC)S(=O)(=O)c1cc(NC(=O)COC(=O)CCC(=O)c2cccs2)ccc1C,-3,99,0,103,11,0.6,1,-1,-3,6,-3
O=C(COC(=O)c1cccs1)Nc1ccccc1,0,100,0,104,19,0.0,0,-1,-5,8,-1
CCCCN(CC)C(=O)c1ccc(Cl)c(Cl)c1,-1,100,-2,99,7,0.9,5,2,0,12,-1
CCOC(=O)CNc1nnc(SCC(=O)OCC)[nH]c1=O,-3,94,1,101,24,0.0,0,-3,-2,4,-9
CCOc1ccc(NC(=S)N(CCN2CCOCC2)Cc2cc3cc4c(cc3[nH]c2=O)OCCO4)cc1,0,99,1,102,13,0.3,3,6,5,10,5
CC(=O)Nc1ccc(NC(=O)CSc2nccn2Cc2ccccc2)cc1,-2,100,-3,99,10,0.1,1,0,0,8,0
O=C(CSc1nnc(CNc2ccc(F)cc2)o1)N1CCCc2ccccc21,-10,101,-5,102,18,2.9,39,-10,-8,39,-18
Cc1ccc(NS(=O)(=O)c2ccc(/C=C/C(=O)O)cc2)cc1Cl,-5,103,-3,104,13,0.1,3,-2,-5,10,-5
CC(C)=CCCC(C)CN1CCC(N2CCC(C(=O)N3CCCC3)CC2)CC1 (stereo unspecified),-3,101,-3,104,10,0.2,2,-5,-4,3,-4
CCNC(=S)N1C2CCC1CC(NC(=O)NC1CCCCC1)C2 (stereo unspecified),-8,100,-4,97,34,-0.1,-1,-10,-6,5,-12
C/C(=N\O)C(=O)NCCN1CCCCC1,-10,97,-5,98,24,0.7,5,-6,-12,29,-26
COC(=O)C1=C(C)n2nnnc2NC1c1cc2ccccc2o1 (stereo unspecified),-13,105,0,103,14,0.1,0,-12,-11,14,-11
COC(=O)CCN1CCN(S(=O)(=O)c2ccccc2Br)CC1,-3,100,-2,102,20,1.3,5,-3,-4,10,-6
CCCn1c(C)cc(C(=O)COc2ccc(-c3nnco3)cc2)c1C,-4,96,0,96,9,1.6,19,0,-1,25,-6
CCOC(=O)c1ccc(NC(=O)CCOc2ccccc2)cc1,-2,114,-1,117,15,0.0,0,-5,-3,18,-3
CC(=O)Nc1ccc2c3c(cccc13)C(=O)N(c1ccccc1)C2=O,4,109,2,112,13,1.7,9,3,0,8,9
C=CCc1c(C)nc(C)nc1N/N=C/c1ccc(F)cc1,0,97,1,100,10,2.3,18,-2,-4,8,0
COc1ccc(C(=O)CSc2nnc(C3CCCCC3)n2N)c(OC)c1,-3,94,5,100,12,1.3,17,0,-5,9,-8
COC(=O)CCCCCCCCC(O)CN1CCCCC1 (stereo unspecified),-5,102,0,100,6,0.1,0,-5,1,2,0
CC(C)(C)c1n[nH]c(=S)n(N)c1=O,-5,92,0,93,21,-2.5,0,-1,-1,15,0

# A few values from above:
# RGS4-Gao reg with C=CCc1c(C)nc(C)nc1N/N=C/c1ccc(F)cc1 → 100
# Bim-Bcl-W with CC(=O)Nc1ccc(NC(=O)CSc2nccn2Cc2ccccc2)cc1 → -3

# Carrying on:
SMILES,Bcl-B Bim block,RGS7-Gao reg,Bim-Bcl-W,RGS4-Gao reg,GSH bead fluor,ABCB1 block,ABCG2 block,Bim-Bcl-XL,Bcl-2 Bim block,Avidin fluor,Bim-Bfl-1
Cc1cc(C)cc(NC(=O)CSc2nnc(-c3ccccc3C)o2)c1,0,91,-3,90,35,0.5,2,2,1,2,0
Cc1ccc(-n2c(SCc3cn4ccsc4n3)nc3ccccc3c2=O)cc1,21,100,18,107,10,4.6,2,14,31,12,28
COCCn1c(CN2CCC(Cc3ccccc3)CC2)nc2c1c(=O)n(C)c(=O)n2C,-4,93,-1,91,20,1.2,2,-2,0,13,-1
Cc1ccc(SCc2cc(=O)[nH]c(N3CCN(Cc4ccccc4)CC3)n2)cc1,-10,103,-1,106,15,0.7,54,-6,-5,7,-12
c1ccc(Cn2nnnc2C(c2ccncc2)N2CCOCC2)cc1 (stereo unspecified),-3,100,3,98,15,1.0,8,-2,-5,11,-6
C=CCc1ccc(OCC(O)COc2ccc(CC=C)cc2OC)c(OC)c1,2,100,-1,100,14,0.5,2,0,0,14,2
CC1CCCN(C(=O)c2ccncc2)C1 (stereo unspecified),-10,100,-1,105,40,0.4,1,-3,-9,9,-15
COCc1ccc(CN2CCC(CO)(CC3CCCCO3)CC2)o1 (stereo unspecified),2,104,-1,104,11,0.3,1,-2,0,9,3
Cc1cc2cc(CN(CCCO)S(=O)(=O)c3cccc4nsnc34)c(=O)[nH]c2cc1C,-7,103,0,100,50,0.2,1,2,-9,8,-15
O=C(O)c1cc(N=Nc2c(O)ccc3ccccc23)cc(C(=O)O)c1,2,95,1,101,8,-0.2,-4,-1,-6,8,-2
Cc1nn(-c2ccccc2)c(C)c1NC(=O)COc1ccc(Br)cc1Cl,-6,103,-3,101,11,-0.1,0,-3,-8,13,-9
COc1ccc(-n2nc3c(=O)[nH][nH]c3cc2=O)cc1,1,99,2,102,19,-1.0,-4,0,0,8,0
COc1cccc(C(=O)NC(=S)Nc2cccnc2)c1,8,101,7,102,9,-0.9,-3,1,0,9,4
CCOC(=O)c1c(NC(=O)C(C)N2CCN(C(=O)c3ccco3)CC2)sc2c1CCCC2 (stereo unspecified),-9,98,0,98,14,5.8,27,-4,-3,5,-6
COc1ccc(C2=Nn3c(nnc3-c3ccccc3OC)SC2)cc1OC,-5,103,-4,101,28,-2.1,-1,-2,-6,7,-12
CCNC(=S)N1CCn2cccc2C1c1ccc(F)cc1 (stereo unspecified),-5,102,-2,102,15,0.5,3,-1,-1,9,-5
Cc1csc(NC(=O)CCc2nc3ccccc3s2)n1,5,106,-3,104,25,0.7,13,-5,2,24,-8
COc1ccc(NC(=O)CN(C)S(=O)(=O)c2cccc3cccnc23)cc1,-5,101,-3,103,14,0.5,4,-2,-8,7,-13
CCc1ccc(N=CC2=C(O)CC(c3ccco3)CC2=O)cc1 (stereo unspecified),-8,100,2,104,47,0.8,7,-5,-6,11,-10
Cc1ccsc1/C=N/n1c(-c2cccnc2)n[nH]c1=S,-14,110,9,103,8,0.0,0,0,0,7,0
CC(=O)Nc1ccc(NC(=O)CSc2ccccn2)cc1,-9,100,-8,105,8,0.0,5,-10,-6,13,-3
O=c1ccccn1Cc1ccccc1F,-4,104,4,99,11,0.3,3,0,-4,16,-4
Cc1c(-c2ncn[nH]2)sc(C#N)c1-c1ccccc1,-7,99,-1,104,10,0.4,12,-3,-4,23,-8
CC(NC(=O)c1cccc(C(F)(F)F)c1)C(c1ccccc1)N1CCOCC1 (stereo unspecified),-3,97,0,98,12,0.7,2,-1,-1,19,0
O=C(c1cccc(Br)c1)c1cn(-c2ccccc2)nc1C(=O)c1ccccc1,0,83,-1,84,29,0.2,7,-2,2,11,-8
COc1cc(NC(=O)c2ccc(COc3ccccc3Br)o2)cc(OC)c1OC,-8,126,0,149,30,1.2,9,4,-11,77*,-14
Cc1occc1-c1nnc(SCC(=O)c2cc3ccccc3oc2=O)o1,-10,97,3,97,48,0.6,4,3,-6,7,-10
CCOC(=O)C1CCN(C(=O)/C=C/c2ccccc2)CC1,-1,101,-2,98,20,0.2,16,3,1,10,-4
O=C(/C=C/Nc1ccc(F)cc1)c1ccc(Br)cc1,-4,104,0,105,10,0.1,4,-1,-3,9,-6
O=C(Cn1cnc2ccccc2c1=O)NCCC(=O)Nc1ccc2c(c1)OCO2,-2,104,0,103,11,1.0,3,-4,-3,13,-6
CCOC(=O)c1nn(-c2cccc(Cl)c2)c(C)c1C(C)=O,-3,97,-8,98,11,1.2,16,-7,-2,36,-3
COC(=O)c1nnn(CC(=O)Nc2cccc(Cl)c2)c1C(=O)OC,-4,101,2,102,27,0.0,0,0,-1,38,-2
O=C(COC(=O)CSc1cc(Cl)ccc1Cl)Nc1ncc(C(F)(F)F)cc1Cl,-6,91,-3,96,16,-0.2,3,-5,-5,7,-9
C/C(=N/NC(=O)C1COc2ccccc2O1)c1ccco1 (stereo unspecified),-6,104,-1,101,13,0.2,-1,-4,-7,14,-6
C/C(CC1(O)C(=O)Nc2ccccc21)=N\O (stereo unspecified),-7,95,-1,93,52,0.2,2,-18,-4,4,-11
CC(=O)OC(/C(O)=C(\C#N)c1nc2ccccc2[nH]1)c1ccccc1 (stereo unspecified),-1,99,-2,97,13,0.0,0,2,-1,37,-1
NC1=NC(=O)/C(=C\c2cccnc2)S1,-5,?,-3,96,13,0.4,4,-2,0,8,-5
COc1c(C(=O)Nc2c(C)n(C)n(-c3ccccc3)c2=O)ccc2ccccc12,-11,101,0,103,14,0.2,2,-4,-9,12,-6
